Screens as filed in PubChem.
KAT2A inh: qHTS Assay for Inhibitors of GCN5L2. Histone acetyltransferase KAT2A (Homo sapiens), Q92830. Potency, µM (series often up to 58.9 µM), without a hit: at the top dose activity change, negative = inhibition, usual class: inhibitors. AID 504327, 2011. hit rate 0.21% among 390,000. GCN5L2 HAT assay, ThioGlo1 CoA-SH fluorescence
Target sequence (Q92830 whole entry, looked up): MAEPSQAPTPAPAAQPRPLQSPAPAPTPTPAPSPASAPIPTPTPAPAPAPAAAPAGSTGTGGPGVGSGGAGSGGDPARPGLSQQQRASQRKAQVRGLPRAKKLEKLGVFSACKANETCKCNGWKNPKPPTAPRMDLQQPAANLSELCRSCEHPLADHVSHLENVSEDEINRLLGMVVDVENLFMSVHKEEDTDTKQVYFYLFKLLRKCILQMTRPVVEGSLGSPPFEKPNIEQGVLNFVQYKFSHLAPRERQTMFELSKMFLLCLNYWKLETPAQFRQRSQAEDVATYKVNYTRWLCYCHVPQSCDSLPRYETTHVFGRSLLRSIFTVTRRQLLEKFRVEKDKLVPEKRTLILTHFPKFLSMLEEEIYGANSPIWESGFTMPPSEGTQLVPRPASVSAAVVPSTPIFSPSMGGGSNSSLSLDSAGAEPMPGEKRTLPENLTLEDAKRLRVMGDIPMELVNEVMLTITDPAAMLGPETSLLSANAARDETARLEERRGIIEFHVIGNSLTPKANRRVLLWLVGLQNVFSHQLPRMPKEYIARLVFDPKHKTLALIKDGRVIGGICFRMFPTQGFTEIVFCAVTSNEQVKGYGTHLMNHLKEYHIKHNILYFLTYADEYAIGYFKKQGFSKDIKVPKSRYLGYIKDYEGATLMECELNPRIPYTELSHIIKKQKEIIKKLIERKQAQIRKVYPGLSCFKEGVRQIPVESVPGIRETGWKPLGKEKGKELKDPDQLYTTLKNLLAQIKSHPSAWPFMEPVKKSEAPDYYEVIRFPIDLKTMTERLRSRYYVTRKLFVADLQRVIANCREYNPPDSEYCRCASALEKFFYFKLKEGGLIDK
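GCN5L2 (20nM final) in 50mM HEPES, 0.1mM EDTA pH 7.5, 0.01% Tween-20 was preincubated 15 min at room temperature with compound, then given ThioGlo1 (50uM), H3(1-25) peptide (75uM) and acetyl-CoA (70uM); CoA-thiol fluorescence (Ex340/Em540) was read at 0 and 20 min.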
DT40 TDP1 no CPT: qHTS for Inhibitors of human tyrosyl-DNA phosphodiesterase 1 (TDP1): qHTS in cells in absence of CPT; Potency, µM (series often up to 46.2 µM), for the others: at the top dose activity change, negative = growth inhibition, actives largely listed as inhibitors; hit rate 15% among 420,000; DT40 Tdp1-/- hTDP1 cells, no CPT, ATP luminescence, 48 h; AID 686978, 2013; also: nearly all actives have a fitted effect of over 55% in size
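Growth of hTDP1-complemented DT40 Tdp1-knockout cells is measured by ATP luminescence after at least 48 hr compound exposure at 37 °C, with DMSO substituting for the 20 nM CPT used in the parallel screen.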
DT40 TDP1 CPT: qHTS for Inhibitors of human tyrosyl-DNA phosphodiesterase 1 (TDP1): qHTS in cells in presence of CPT. chicken DT40 Tdp1-/-;hTDP1 cells + 20 nM CPT, ATP luminescence, 48 h. Potency, µM (top dose mostly 46.2 µM), for the others: at the top dose activity change, negative = growth inhibition, most hits filed as inhibitors. hit rate 12% among 420,000. AID 686979, 2013; also: nearly all actives have a fitted effect of over 55% in size
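Cell growth measured by CellTiter-Glo luminescence after a minimum 48 h, 37 C compound exposure with 20 nM CPT in Tdp1-knockout DT40 cells stably expressing hTDP1, seeded 400/well; qHTS titration format.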
Active calls of the source: *; ? = inconclusive; . = not tested or not shown; & = joins results of further samples; [ ] = remark or other dose. Calls follow the shape of the dose curve; as a rule, active = well fitted curve in the direction sought with a large enough effect; inconclusive = small, poorly fitted or top-dose-only effect, or another doubt; inactive = no such curve, though single readings can be large; an effect the other way counts as inactive or inconclusive. % is scaled to controls: 0 for no effect and ±100 for the full control effect; potency is read from the fitted curve at half-maximal effect. Not a hit list; any-hit rate near 18%.

Every second line gives: KAT2A inh	DT40 TDP1 no CPT	DT40 TDP1 CPT
Cc1ccc(C)c(NC(=O)c2cc(C)nc3ccccc23)c1
→ -6%	?	-24%
O=C(Nc1ccccc1C(F)(F)F)N1CCN(c2ccc3nncn3n2)CC1
→ -18%	-26%	9%
Cc1ccc([C@H]2C[C@H](n3cc(C4CC4)nn3)[C@@H](O)CN2CC2CCCCC2)cc1
→ .	18µM*	?
COc1ccc(/C=C/C(=O)c2ccc(O)cc2O)cc1
→ -28%	?	?
COc1ccc(N2CCN(C(=O)CCCN3C(=O)c4cccc5cccc(c45)C3=O)CC2)cc1
→ -22%	16µM*	?
COc1ccccc1CNC(=O)CN1C(=O)CSc2ccc(S(=O)(=O)N3CCCC3)cc21
→ -9%&-7%	?	?
CCCC(=O)Nc1ccc(NC(=O)c2ccccc2F)cn1
→ -11%	-4%	-17%
CC(C)(C)C(=O)c1no[n+]([O-])c1/C(=N/O)C(C)(C)C
→ -14%	?	-26%
COc1cccc(NC(=O)COC(=O)Cn2c(C)csc2=O)c1
→ -2%	26%	-5%
CC1=C(C(=O)Nc2cccnc2)C(c2ccccc2)n2nc(-c3ccc(O)cc3)nc2N1 (configuration not stated)
→ -3%	-12%	-15%
O=C(c1ccccc1)N1CCC(c2nc3c(nnn3Cc3ccco3)c(=O)[nH]2)CC1
→ 0%	-16%	-11%
CCn1c(SCC(=O)Nc2ccc(OC)cc2)nc2nc3c(cc2c1=O)COC(C)(C)C3
→ 0%	?	-21%
O=C(Nc1ccc2c(c1)OCO2)c1cc(C2CCCCN2C(=O)c2ccc3ccccc3c2)on1 (configuration not stated)
→ .	15µM*	18µM*
CCC(=O)N1c2ccccc2CC1C(=O)N1CCN(c2cccc(OC)c2)CC1 (configuration not stated)
→ -4%	?	?
CC1CCCCC1NC(=O)c1ccc(S(=O)(=O)NCC2CCCO2)cc1 (configuration not stated)
→ 3%	?	-9%
Cc1ccccc1-c1nc(CS(=O)CC(=O)NC2CC2)c(C)o1 (configuration not stated)
→ -8%	-2%	-4%
CCOC(=O)c1cc(C)n(Cc2cccc(OC)c2OC)c1C
→ -4%	?	?
Cc1ccc(OCC(=O)Oc2c(C)cccc2C)cc1
→ -3%	-5%	-6%
O=C(CN(C(=O)CCC(=O)Nc1ccccn1)c1ccccc1F)NCc1ccc2c(c1)OCO2
→ -4%	-7%	11%
COc1ccccc1NC(=O)N(Cc1ccccc1)C1=NCC(C)S1 (configuration not stated)
→ -7%	2%	-2%
Cc1ccc(C)c(N2CCN(c3nc4ccccc4n4c(C)nnc34)CC2)c1
→ -15%	-4%	0%
N#Cc1nc(-c2cccc3ccccc23)oc1NCCN1CCCCC1
→ -14%	16µM*	18µM*
O=C(C1=COCCO1)N1CCN(c2nc3ccc([N+](=O)[O-])cc3s2)CC1
→ 2%	5.2µM*	9.2µM*
O=C(NCc1ccccc1CN1CCCC1)c1cc2cc(Cl)ccc2o1
→ 1%	?	18µM*
COc1ccc(OCc2cc(=O)c3ccc4c(c3o2)C=CC(C)(C)O4)cc1OC
→ -8%	?	16µM*
O=C(NC1CCN(C(=O)c2cccc([N+](=O)[O-])c2)CC1)c1ccccc1
→ 2%	-19%	-1%
Cc1ccc(-n2c(SCC(=O)N3CCOCC3)nnc2-c2ccncc2)cc1C
→ 16%	-2%	1%
Cc1cnn(C(=S)NCC2CCCO2)c1 (configuration not stated)
→ -3%	-2%	-5%
O=C(N1CCCC1)C12CCC3CC(CC(C3)C1)C2
→ 0%	?	?
CC1CCCN(CC(O)COc2ccc(-c3ccccc3)cc2)C1 (configuration not stated)
→ 1%	?	?

Further structures:
Every second line gives: KAT2A inh	DT40 TDP1 no CPT	DT40 TDP1 CPT
CCOc1ccc2nc(NC(=O)c3cccc(-c4cc5ccccc5oc4=O)c3)sc2c1
→ 2%	23µM*	?
Cc1ccccc1OCC(=O)NCC(=O)OCc1ccc(Br)cc1
→ -4%	-2%	?
Cc1ccc(S(=O)(=O)NC(=O)C2(C)CCN2C(=O)Cc2cccs2)nc1 (configuration not stated)
→ .	-3%	8%
CN(C)c1ccc(C(=O)/C=C/c2ccco2)cc1
→ -6%	?	15µM*
COc1ccc(-c2cnc3c(NC(C)=O)cc(-c4cccc(C(=O)NCCN(C)C)c4)cn23)cc1OC
→ .	12µM*	?
O=C(N1CCCCC1)N1CCCN(C(=O)N2CCCCC2)CC1
→ -5%	-7%	-11%
COc1ccc(S(=O)(=O)N(C)C[C@H]2Oc3ccc(NS(=O)(=O)c4ccccc4)cc3CC(=O)N([C@H](C)CO)C[C@@H]2C)cc1
→ -5%	?	?
CC(C(=O)NCCS(=O)(=O)c1ccc(Br)cc1)S(=O)(=O)c1ccc(Cl)cc1 (configuration not stated)
→ 5%	?	-2%
CC(=O)Nc1ccc(S(=O)(=O)Nc2nccc(/C=C/c3ccc(Cl)cc3)n2)cc1
→ -7%	-24%	-11%
Cc1c(Cl)cccc1NC(=O)CSc1nc(=O)n(CCCN2CCOCC2)c2c1CCC2
→ 2%	0%	8%
Cc1ccc(S(=O)(=O)NNC(=S)Nc2c(Cl)cccc2Cl)cc1
→ 8%	-21%	-1%
COc1ccc(NC(=O)CSc2nnc(NC(=O)Nc3ccc(OC)cc3)s2)cc1
→ 0%	-1%	-15%
CC1=C/C(=C(/c2ccc(O)c(C)c2)c2ccccc2S(=O)(=O)O)C=CC1=O
→ -9%	22%	2%
CN1CCN2c3ccccc3CC(C#N)(C#N)C2C1 (configuration not stated)
→ .	5%	-6%
CN1CCc2nc3sc(C(=O)c4ccc(F)cc4)c(N)c3cc2C1
→ -3%	?	?
Cn1c(=O)c2c(nc(NCCOc3ccc(C(C)(C)C)cc3)n2C)n(C)c1=O
→ -3%	1.8µM*	1.5µM*
Cc1ccc(C(=O)OCC(=O)N2CCC(C)CC2)cc1S(=O)(=O)N1CCOCC1
→ .	-29%	-25%
COc1ccc(Cl)cc1C(=O)NNC(=O)c1cccc(S(=O)(=O)N(C)C)c1
→ -3%	?	11%
Cc1ccccc1NS(=O)(=O)c1cccc2nsnc12
→ -3%	-5%	0%
CCCCCc1c(Cc2ccccc2)ncn1CCc1ccccc1OC
→ .	2.6µM*	2.6µM*
CCOC(=O)C1CN(S(=O)(=O)c2cccc(C(F)(F)F)c2)c2cc(CC(=O)OC)ccc2O1 (configuration not stated)
→ 4%	-12%	-2%
Cc1[nH]nc2c1C(c1cccc(O)c1)C1=C(CC(C)(C)CC1=O)N2 (configuration not stated)
→ -3%	-8%	5%
Cc1nnc2n1CCCCC2
→ -1%	-4%	0%
COC1=CC(=O)c2ccccc2C1=O
→ -4%	4.1µM*	3.7µM*
O=S(=O)(/N=C(/c1ccccc1)N1CCOCC1)c1ccc(F)cc1
→ -5%	11%	1%
O=C(CCC(=O)Nc1nnc(C2CCCCC2)s1)NCC1CCCO1 (configuration not stated)
→ -2%	-7%	1%
Cc1ccc(C(=O)C(OC(=O)c2cnccn2)c2ccccc2)cc1C (configuration not stated)
→ -1%	-11%	-12%
COc1ccc(-n2cc(C(=O)c3cc4ccccc4oc3=O)c(C(C)=O)n2)cc1
→ -14%	?	23µM*
CC(C)(C)OC(=O)C[C@@H]1C/C=C\C[C@@H](CC(=O)N(CCO)Cc2ccccc2)C(=O)NC[C@H](c2ccccc2)OC1=O
→ -5%	?	12µM*
c1ccc(-c2csc(NNC3=NCCCCC3)n2)cc1
→ -5%[0.501 µM]	1.8µM*	2.1µM*

The list continues:
Every second line gives: KAT2A inh	DT40 TDP1 no CPT	DT40 TDP1 CPT
O=C(CSc1ccc2c(c1)OCCO2)Nc1ccc2c(c1)OCO2
→ -1%	?	?
Cc1cccc(OCC(=O)NCc2ccc3c(c2)CCN3C(=O)c2ccccc2)c1
→ -23%	23µM*	?
O=C(Nc1ccc(N2CCOCC2)c(Cl)c1)c1ccc(-n2cnnc2)cc1Cl
→ -13%	-23%	?
O=C(CS(=O)(=O)c1ccc(Cl)cc1)Nc1nccs1
→ .	?	-4%
CCOC(=O)CN(C#N)c1nc(N(C)C)nc(N(C)C)n1
→ -4%	-28%	-25%
COc1ccc(NC(=O)Cn2nc3n(c2=S)CCC3)cc1
→ -1%	1%	-3%
CCc1nnc(NC(=O)c2nc(S(C)(=O)=O)ncc2Cl)s1
→ -2%	9.2µM*	5.8µM*
Cc1ccc(S(=O)(=O)N2CCOCC2)cc1NC(=O)COc1ccc(C(=O)c2ccccc2)cc1
→ -3%	?	?
Cc1ccc2oc(-c3cc(NC(=O)CC(C)C)ccc3Cl)nc2c1
→ -22%	12µM*	10µM*
Cc1ccc(C2c3[nH]c4ccccc4c3C[C@H]3C(=O)N(c4ccccc4C(=O)N4CCC(C(=O)O)CC4)C(=O)N23)cc1 (some centres not stated)
→ -19%	-7%	2%
CC(C)c1ccc(NC2CCCN(C(=O)CCN3CCCCC3=O)C2)cc1 (configuration not stated)
→ -18%	-26%	-20%
Cc1cc(C)n2nc(CC(=O)NNC(=O)c3ccc(N(C)C)cc3)nc2n1
→ -4%	0%	4%
Cc1ccc2c(c1)N(CC(=O)NCCCN1CCOCC1)C(=O)C(C(C)C)O2 (configuration not stated)
→ -3%	-5%	-10%
O=C(NCCc1cccc(Cl)c1)c1cccnc1
→ -2%	-18%	-21%
COc1ccc(C(CNC(=O)C(=O)NC2CCCCC2)N2CCN(C)CC2)cc1 (configuration not stated)
→ 0%	-6%	-26%
CCc1cc(C(=O)c2ccc(OC)cc2)c(NC(=O)CC(C)(C)CC(=O)O)s1
→ -2%	-29%	-11%
CC(=O)Nc1cccc(C(=O)OCC(=O)NCc2cc(C)c(O)c(C)c2)c1
→ -5%	7%	3%
O=C(CSc1nnc(COc2ccccc2)o1)NC1CC2CCC1C2 (configuration not stated)
→ -7%	1%	-13%
CC(/C=C1\SC(=O)N(CC(=O)Nc2ccc(O)cc2)C1=O)=C\c1ccccc1
→ ?	-24%	-24%
CCOCCCNC(=O)/C(C#N)=C/c1ccc(C(=O)OC)cc1
→ -8%	-19%	?
CCc1ccccc1NC(=O)C(CC)Sc1nc2cc3c(cc2c(=O)n1Cc1ccco1)OCO3 (configuration not stated)
→ 8%	?	16µM*
CCC12CCCN3CCC4(C(=C(C(=O)OC)C1)Nc1ccccc14)C32 (configuration not stated)
→ -1%	16µM*	16µM*
CCn1c(SCC(=O)Nc2ccc(OC)cc2OC)nc2nc3c(cc2c1=O)COC(C)(C)C3
→ 0%	?	-28%
COC(=O)C(C)Sc1snnc1-c1ccccc1 (configuration not stated)
→ -2%	-23%	-17%
Cn1cnc2cc(NC(=O)c3ccc(Cl)cc3)ccc21
→ -1%	-25%	-11%
Cn1nc(C(=O)NCc2ccccc2Cl)c2c1-c1ccccc1SC2
→ -1%	?	?
